KinaseGlo FLuc = blocks Kinase-Glo luciferase, a counter-screen artifact. hit rate 0.28% among 200,000. Potency, µM (titrated, usually from 38.3 µM), without a hit: top-dose activity change, negative = inhibition, actives largely listed as inhibitors. Kinase-Glo luciferase, ATP luminescence, 8 min. AID 1379. Q27757; note: % is set by controls: 0 for no effect and ±100 for the full control effect; nearly all actives have a fitted effect of over 60% in size
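Substrate mix (final 50 mM imidazole pH 7.2, 50 mM KCl, 7 mM MgCl2, 10 uM ATP, 0.01% Tween 20, 0.05% BSA) plus pin-tool compound, then Kinase-Glo detection mix; 8 min ambient, luminescence read.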
JMJD2E inh = blocks human JMJD2E demethylase activity; B2RXH2; JMJD2E catalytic domain, FDH-coupled NADH fluorescence (FDH is formaldehyde dehydrogenase); Potency, µM (series often up to 57.1 µM), for the others: at the highest dose activity change, negative = inhibition, usual class: inhibitors; hit rate 1.6% among 230,000; active = well fitted inhibition curve with a large enough effect, not every such curve was filed as active; inconclusive = small, poorly fitted or top-dose-only effect, or another doubt; inactive = no such curve, though single readings can be large or run the other way;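 note: 0% = wells with enzyme and -100% = buffer wells without enzyme; nearly all actives have a fitted effect of over 50% in size; many of its hits are not listed in these tables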
RECQ1 helicase = blocks DNA unwinding by human RECQ1; hit rate 0.54% among 240,000; P46063; Potency, µM (highest dose often 57.3 µM), inactives show at the top dose activity, negative = inhibition, most hits filed as inhibitors; RECQ1 DNA unwinding, red fluorescence kinetic read;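 note: plate controls were vehicle for no effect and no enzyme for full effect; nearly all actives have a fitted effect of over 30% in size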
Target sequence (P46063 whole entry, looked up): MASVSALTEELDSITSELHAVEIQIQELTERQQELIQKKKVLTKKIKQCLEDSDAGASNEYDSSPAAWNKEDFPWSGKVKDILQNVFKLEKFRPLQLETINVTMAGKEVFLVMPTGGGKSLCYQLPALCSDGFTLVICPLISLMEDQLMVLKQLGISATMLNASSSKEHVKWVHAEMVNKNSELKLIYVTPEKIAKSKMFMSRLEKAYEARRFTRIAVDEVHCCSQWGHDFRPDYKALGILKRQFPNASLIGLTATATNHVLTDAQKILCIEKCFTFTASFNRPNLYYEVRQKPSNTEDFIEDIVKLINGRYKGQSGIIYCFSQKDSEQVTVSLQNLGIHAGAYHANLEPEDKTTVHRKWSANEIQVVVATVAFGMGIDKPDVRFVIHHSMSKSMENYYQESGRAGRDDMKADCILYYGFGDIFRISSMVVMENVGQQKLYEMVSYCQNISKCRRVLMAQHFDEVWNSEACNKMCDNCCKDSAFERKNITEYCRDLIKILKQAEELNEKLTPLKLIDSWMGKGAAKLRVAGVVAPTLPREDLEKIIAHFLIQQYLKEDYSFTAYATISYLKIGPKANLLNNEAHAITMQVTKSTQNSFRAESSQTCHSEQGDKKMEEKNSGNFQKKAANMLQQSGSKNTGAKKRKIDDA
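RECQ1T1 50 nM; forked duplex (20 bp + 30-nt ss tails) 200 nM, ATP 2 mM final; pH 8.0, 2 mM MgCl2, 2.5 ug/ml poly(dI-dC); 15 min compound preincubation; discontinuous kinetic read over 2 h at RT.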
SMN2 splice up = SMN2 splice variant enhancement; hit rate 2.8% among 210,000; HEK293 SMN2-luciferase splicing reporter, luminescence, 30-36 h; Potency, µM (titrated, usually from 46.1 µM), for inactives: at the highest dose activity change, positive = activation, usual class: activators; note: % of control where 0% means no effect; nearly all actives have a fitted effect of over 55% in size
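HEK293 cells carry an SMN2 […]–luciferase reporter in which exon 7 inclusion puts luciferase in frame. Cells were plated 10-12 h before compound addition, then incubated 30-36 h at 37C. ONE-Glo luminescence was read; sodium butyrate at 4.5 mM final served as control.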
NPSR antag = blocks cAMP signaling of the human neuropeptide S receptor; hit rate 1% among 220,000; Potency, µM (series often up to 38.3 µM), without a hit: at the highest dose activity change, negative = inhibition, hits mostly inhibitors; Q6W5P4; CHO-NPSR cells, cAMP TR-FRET, antagonist mode; AID 1461; note: % is set by controls: 0 for no effect and ±100 for the full control effect; nearly all actives have a fitted effect of over 50% in size; many of its hits are not listed in these tables
Target sequence (Q6W5P4 whole entry, looked up): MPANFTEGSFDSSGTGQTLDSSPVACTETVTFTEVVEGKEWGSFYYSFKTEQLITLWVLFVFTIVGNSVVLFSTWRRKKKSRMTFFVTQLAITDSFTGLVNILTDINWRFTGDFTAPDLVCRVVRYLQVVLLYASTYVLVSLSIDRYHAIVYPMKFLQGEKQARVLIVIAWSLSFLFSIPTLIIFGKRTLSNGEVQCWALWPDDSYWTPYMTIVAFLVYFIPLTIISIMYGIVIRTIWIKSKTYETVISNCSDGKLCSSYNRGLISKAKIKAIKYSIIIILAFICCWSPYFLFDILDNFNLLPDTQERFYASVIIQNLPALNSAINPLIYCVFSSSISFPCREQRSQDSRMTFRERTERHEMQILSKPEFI
GoLoco inh red = blocks human Gai1 binding to RGS12 GoLoco peptide, red readout | P63096 | Gai1:RGS12 GoLoco peptide FP, rhodamine, 10 min | Potency, µM (highest dose often 61.6 µM), for inactives: at the highest dose activity, negative = inhibition, actives largely listed as inhibitors | hit rate 0.44% among 230,000; active = well fitted inhibition curve with a large enough effect, not every such curve was filed as active; inactive = no such curve, though single readings can be large or run the other way; note: % is set by controls: 0 for no effect and ±100 for the full control effect; nearly all actives have a fitted effect of over 30% in size; many of its hits are not listed in these tables
IMPase Li cell = cell-permeable IMPase inhibitors with lithium potentiation; CHO-M1 cells, IP1 TR-FRET (IP-One), carbachol + lithium; Potency, µM (highest dose often 59.4 µM), for the others: at the top dose activity, negative = IMPase inhibition, usual class: inhibitors; hit rate 0.35% among 210,000; AID 1457;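 note: IP1 builds up when IMPase is blocked and the TR-FRET signal falls; plate controls were basal vehicle for no effect and high inhibitor control for full effect; nearly all actives have a fitted effect of over 50% in size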
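Test compounds were applied to CHO-M1 cells previously cultured for 16–30 h at 2000 per well. A small lithium amount accompanied them; after 30 min at 37C, IP1 was quantified by TR-FRET.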
Epigenetic derep = epigenetic control regulation, reporter derepression; murine LDR cells, GFP reporter derepression, 30 h; Potency, µM (series often up to 53.9 µM), without a hit: at the top dose GFP activation, actives largely listed as activators; hit rate 0.2% among 280,000; AID 1865; note: % of control where 0% means no effect; nearly all actives have a fitted effect of over 60% in size
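Readout is the number of GFP-expressing murine LDR cells, counted by cytometry following washing. Cells were treated with compound for 30 h at 37 C; the stably integrated CMV-GFP locus is normally silent.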
* = called active by the depositor; & = joins results of further samples; [ ] = remark or other dose. Unless noted, calls come from the whole dose curve; as a rule, active = well fitted curve in the direction sought with a large enough effect; inconclusive = small, poorly fitted or top-dose-only effect, or another doubt; inactive = no such curve, though single readings can be large; an effect the other way counts as inactive or inconclusive. Potency is the fitted concentration of half-maximal effect. Some of the compounds tested. The share of hits here may be higher or lower than overall.

Screening O=c1c(O)c(-c2ccccc2)oc2cc(O)cc(O)c12 returned KinaseGlo FLuc -2%, JMJD2E inh -21%, RECQ1 helicase -17%, GoLoco inh red 4%, IMPase Li cell 17% and Epigenetic derep 1.5%.
Screening S=C(NC1CCCCC1)N1CCn2cccc2C1c1ccncc1 (stereo unspecified) returned KinaseGlo FLuc -4%, JMJD2E inh -14%, RECQ1 helicase 3%, SMN2 splice up -5%, NPSR antag -14%, GoLoco inh red -1%, IMPase Li cell 1% and Epigenetic derep -4.1%.
Screening COc1ccc(S(=O)(=O)N2CCC(N3CCCCC3)CC2)cc1 returned KinaseGlo FLuc -4%, JMJD2E inh -28%, RECQ1 helicase -7%, SMN2 splice up -1%, NPSR antag -1%[46.1 µM], GoLoco inh red -8%, IMPase Li cell -13%[38.3 µM] and Epigenetic derep -2.6%.
`O=C(CCN1C(=O)/C(=C\c2cccs2)SC1=S)Nc1ccccn1` gave KinaseGlo FLuc -4%, JMJD2E inh -6%, RECQ1 helicase -14%, SMN2 splice up -6%, NPSR antag -24%, GoLoco inh red 86%[activator], IMPase Li cell 7% and Epigenetic derep 8.2%.
O=C(C1CC1)N1CCC(c2nc(-c3ccc(S(=O)(=O)NCC4CCCO4)cc3)no2)CC1 (stereo unspecified) was read as KinaseGlo FLuc 0%, JMJD2E inh 2%, RECQ1 helicase -14%, SMN2 splice up -73%[inhibitor], NPSR antag -8%[46.1 µM], GoLoco inh red 4%, IMPase Li cell 16%[38.3 µM] and Epigenetic derep 0.0%.
CSCCC(=O)Nc1ccc(C(C)=O)cc1 was read as KinaseGlo FLuc -2%, JMJD2E inh 4%, RECQ1 helicase inactive, SMN2 splice up inconclusive, NPSR antag -12%[46.1 µM], GoLoco inh red 3%, IMPase Li cell 3%[38.3 µM] and Epigenetic derep 5.8%.
For [N-]=C=C1C(=O)NC(=O)C([n+]2ccc(-c3ccncc3)cc2)C1c1ccccc1C(F)(F)F (stereo unspecified) the results were JMJD2E inh inconclusive, RECQ1 helicase 5%, NPSR antag -2%, GoLoco inh red -17% and Epigenetic derep -1.7%.
Screening COC(=O)/C(=N/Nc1ccccc1C)N1CCCc2ccccc21 returned KinaseGlo FLuc 3%, JMJD2E inh -9%, RECQ1 helicase -9%, SMN2 splice up -14%, NPSR antag -21%, GoLoco inh red 3%, IMPase Li cell 19% and Epigenetic derep 0.0%.
For CCCN(CCC)C(=S)Nc1cc(C(=O)OC)ccc1C(=O)OC the results were KinaseGlo FLuc 13%, JMJD2E inh inconclusive, RECQ1 helicase -7%, SMN2 splice up -17%, NPSR antag -12%, GoLoco inh red 5%, IMPase Li cell 0% and Epigenetic derep 0.1%.
COC(=O)c1cccc(C23CC4(C2)[C@H](CN(Cc2ccc(-c5ccccc5)cc2)[C@@H]4c2ccccc2)C3c2ccc(C(F)(F)F)cc2)c1 (stereo partly specified) was read as KinaseGlo FLuc -2%, JMJD2E inh 20µM*, RECQ1 helicase -1%, SMN2 splice up -17%, NPSR antag 15%, GoLoco inh red 4%&-2%, IMPase Li cell -9% and Epigenetic derep -1.7%&0.0%.
For CC1CCN(CC(=O)NCc2ccccc2)CC1 the results were KinaseGlo FLuc -1%, JMJD2E inh -9%, RECQ1 helicase -6%, SMN2 splice up 23%, NPSR antag 1%[46.1 µM], GoLoco inh red 7%, IMPase Li cell 22%[38.3 µM] and Epigenetic derep -2.0%.
`Cc1ccc(S(=O)(=O)/N=C2/C=C(Sc3ncn[nH]3)C(=O)c3ccccc32)c(C)c1` gave KinaseGlo FLuc -4%, JMJD2E inh 8.9µM*, RECQ1 helicase -12%, SMN2 splice up -4%[1.84 µM], NPSR antag -33%, GoLoco inh red -27%, IMPase Li cell 30% and Epigenetic derep inconclusive.
For CC(=O)Nc1ccc(N2C(=O)CSC2c2ccccc2[N+](=O)[O-])cc1 (stereo unspecified) the results were KinaseGlo FLuc 3%, JMJD2E inh 3%, RECQ1 helicase inactive, SMN2 splice up 0%, NPSR antag 8%, GoLoco inh red 6%, IMPase Li cell 1% and Epigenetic derep -2.6%.
COc1ccc(-c2cc(=O)c3c(O)c(OC)c(OC)c(OC)c3o2)cc1 was read as KinaseGlo FLuc 0%, JMJD2E inh 0%, RECQ1 helicase -15%, SMN2 splice up 18%, GoLoco inh red 0%, IMPase Li cell -4% and Epigenetic derep -0.9%.
Screening CCn1cc(C(=O)O)c(=O)c2cc(F)c(N3CCN(C(=S)NC(=O)c4ccc(F)c(F)c4)CC3)cc21 returned KinaseGlo FLuc -2%, JMJD2E inh -13%, RECQ1 helicase -3%, NPSR antag 20%, GoLoco inh red -21%, IMPase Li cell -9% and Epigenetic derep -3.0%.
For COc1cccc(NC(=O)Nc2ccc(CC(=O)O)cc2)c1 the results were KinaseGlo FLuc -2%, JMJD2E inh 3%, RECQ1 helicase 5%, SMN2 splice up -8%, NPSR antag 8%, GoLoco inh red 3%, IMPase Li cell 7% and Epigenetic derep 1.7%.
O=C(COc1ccccc1)Nc1ccc([N+](=O)[O-])cc1 was read as KinaseGlo FLuc 0%, JMJD2E inh 0%, RECQ1 helicase 0%, SMN2 splice up -3%, NPSR antag 10%, GoLoco inh red 13%, IMPase Li cell 1% and Epigenetic derep 0.9%.
For O=C(NCCc1ccccc1)c1ccc(CS(=O)(=O)c2ccc(Cl)cc2)o1 the results were KinaseGlo FLuc 0%, JMJD2E inh 4%, RECQ1 helicase -15%, SMN2 splice up -41%[inhibitor], NPSR antag -14%, GoLoco inh red 3%, IMPase Li cell 21% and Epigenetic derep 0.1%&-1.1%.
CC(C)CCNC(=O)CN(CC1CCCO1)C(=O)CCC(=O)Nc1nccs1 (stereo unspecified) was read as KinaseGlo FLuc -2%, JMJD2E inh 0%, RECQ1 helicase -5%, SMN2 splice up -4%, NPSR antag 7%[46.1 µM], GoLoco inh red 6%, IMPase Li cell -5%[38.3 µM] and Epigenetic derep -1.0%.
CC1N(C)c2cc(NC(=O)c3cccs3)c(P(=O)(Nc3ccc([N+](=O)[O-])cc3)N3CCOCC3)cc2C1(C)C (stereo unspecified) was read as KinaseGlo FLuc 0%, JMJD2E inh -4%, RECQ1 helicase -17%, SMN2 splice up 19%, NPSR antag inconclusive, GoLoco inh red 33%[activator], IMPase Li cell 2% and Epigenetic derep -0.1%.

A section of the results above, as a working copy:
COc1ccc(-c2cc(=O)c3c(O)c(OC)c(OC)c(OC)c3o2)cc1 was read as KinaseGlo FLuc 0%, JMJD2E inh 0%, RECQ1 helicase -15%, SMN2 splice up 18%, GoLoco inh red 0%, IMPase Li cell -4% and Epigenetic derep -0.9%.
Screening CCn1cc(C(=O)O)c(=O)c2cc(F)c(N3CCN(C(=S)NC(=O)c4ccc(F)c(F)c4)CC3)cc21 returned KinaseGlo FLuc -2%, JMJD2E inh -13%, RECQ1 helicase -3%, NPSR antag 20%, GoLoco inh red -21%, IMPase Li cell -9% and Epigenetic derep -3.0%.
For COc1cccc(NC(=O)Nc2ccc(CC(=O)O)cc2)c1 the results were KinaseGlo FLuc -2%, JMJD2E inh 3%, RECQ1 helicase 5%, SMN2 splice up -8%, NPSR antag 8%, GoLoco inh red 3%, IMPase Li cell 7% and Epigenetic derep 1.7%.
O=C(COc1ccccc1)Nc1ccc([N+](=O)[O-])cc1 was read as KinaseGlo FLuc 0%, JMJD2E inh 0%, RECQ1 helicase 0%, SMN2 splice up -3%, NPSR antag 10%, GoLoco inh red 13%, IMPase Li cell 1% and Epigenetic derep 0.9%.

(more compounds)
c1ccsc1 was read as RECQ1 helicase 14%, SMN2 splice up -10%, GoLoco inh red -5% and IMPase Li cell 16%.
Screening CCNc1nc(NCC)n2c(SCC(=O)O)nnc2n1 returned KinaseGlo FLuc 0%, JMJD2E inh 2%, RECQ1 helicase 17%, SMN2 splice up 27%, NPSR antag -7%[46.1 µM], GoLoco inh red 4%, IMPase Li cell 22%[38.3 µM] and Epigenetic derep 0.0%.
Screening CCN(c1ccccc1)S(=O)(=O)c1ccc(OC)c(NC(=O)Cn2cnc3c2c(=O)n(C)c(=O)n3C)c1 returned KinaseGlo FLuc -2%, JMJD2E inh 5%, RECQ1 helicase -1%, SMN2 splice up 2%, NPSR antag -55%, GoLoco inh red 3%, IMPase Li cell -5% and Epigenetic derep -1.2%.
CCCOc1ccccc1Cn1c(=O)oc2ccc(C)cc21 was read as KinaseGlo FLuc -2%, JMJD2E inh 0%, RECQ1 helicase -15%, SMN2 splice up -8%, NPSR antag -23%[46.1 µM], GoLoco inh red 3%, IMPase Li cell 28%[38.3 µM] and Epigenetic derep -0.3%.
Screening Cc1ccc(-c2cc(C(F)F)n3ncc(C(=O)NN4CCCCC4)c3n2)cc1 returned KinaseGlo FLuc -1%, JMJD2E inh -4%, RECQ1 helicase inactive, SMN2 splice up -11%, NPSR antag -25%, GoLoco inh red 5%, IMPase Li cell 8% and Epigenetic derep 0.2%[10.1 µM].
For CNc1ccccc(-c2ccc3cc4c(cc3n2)OCO4)c1=O the results were KinaseGlo FLuc inconclusive, JMJD2E inh inconclusive, RECQ1 helicase inconclusive, NPSR antag -24%, GoLoco inh red -2%, IMPase Li cell 8% and Epigenetic derep 2.3%.
Screening O=C(O)C1CSC2(c3ccc(Br)cc3)CCC(=O)N12 (stereo unspecified) returned KinaseGlo FLuc 2%, JMJD2E inh 2%, RECQ1 helicase -9%, SMN2 splice up 3%, NPSR antag 12%, GoLoco inh red 3%, IMPase Li cell 3% and Epigenetic derep -1.3%.
Screening O=C(C(=O)N1CCN(c2cccc(Cl)c2)CC1)N1CCCCC1 returned KinaseGlo FLuc 1%, JMJD2E inh 1%, RECQ1 helicase inactive, SMN2 splice up -2%, NPSR antag 17%, GoLoco inh red 9%, IMPase Li cell 8% and Epigenetic derep 0.1%.
Screening O=C(O)CCn1c(SCc2ccccc2)nc2ccccc21 returned KinaseGlo FLuc -2%, JMJD2E inh 10%, RECQ1 helicase -6%, SMN2 splice up inconclusive, NPSR antag -7%[46.1 µM], GoLoco inh red -3%, IMPase Li cell 10%[38.3 µM] and Epigenetic derep 0.0%.
